# Compound activity: PubChem BioAssay, several laboratories
# Tn7 DDE FP: disrupts Tn7 cyclic peptide binding to fibrin D-Dimer-E complex. AID 720508. inhibition, % at 8.3 µM. FP displacement of FITC-Tn7 peptide from fibrin DD(E); 0% = median of compound wells per plate. P02675. 0.13% of 370,000 active;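 active = inhibition above the mean of compounds falling within the control limits plus 3 SD of them, cut at about 14% in these data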;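 also: 0% = plate median of compound wells and 100% = 10 µM Aha-Tn7 peptide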
#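 Also added: labelled Tn7 tracer, 0.1 µM; Assay system: human fibrin DD(E) protein; Amount: 2 µM fibrin DD(E); Schedule: 10 min compound pre-incubation, 3 h probe incubation at room temperature; Repeats: one replicate per compound; Read-out basis: percent inhibition; Measured by: fluorescence polarization of the labelled Tn7 tracer.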
# ARFGAP1 inh: inhibitors of rat ARFGAP1; Q62848; Arfgap1-stimulated ARF1 GTP hydrolysis, GDP FP detection; inhibition, % at 16.5 µM; 0.26% of 360,000 active;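 active = inhibition above a per-plate limit, mean inhibition of low control wells plus 3 SD, cut at about 25% in these data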;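 also: 0% = DMSO wells with enzyme and 100% = wells lacking Arfgap1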
#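 Assay system: Rat Arfgap1 GAP domain (His6, aa 1-136), purified enzyme | Buffer or medium: HEPES 25 mM pH 7.5, NaCl 150 mM, MgCl2, DTT | Schedule: GTP hydrolysis reaction 2 h at 25 °C | Signal: FP of antibody-bound GDP Alexa 633 tracer, ex 620/em 688 nm | Measure: Percent inhibition of Arfgap1-stimulated GTP hydrolysis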
# KLK7 zymogen act: activators of human kallikrein-7 zymogen; purified proKLK7, EDANS-DABCYL substrate fluorescence; 100% is mature enzyme control, 0% vehicle; AID 652039; 0.9% of 370,000 active; activation, % at 7 µM;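 active = activation above the mean of all tested compounds plus 3 SD, computed per campaign excluding outliers beyond control limits, cut at about 13% in these data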
# UHRF1 binding: blocks human UHRF1 binding to methylated DNA; Q96T88; UHRF1 binding to methylated oligo, TR-FRET; inhibition, % at 4.4 µM; 0.75% of 370,000 active; AID 687016; in the data active = inhibition above about 21%;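 also: UHRF1 SRA domain binding a hemimethylated CpG hairpin DNA probe; 0% = median of test compound wells and 100% = reference inhibitor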
# ASAP1 inh: blocks human ASAP1-stimulated Arf1 GTP hydrolysis; AID 624377; GDP FP detection; Q9ULH1; inhibition, % at 16.5 µM; 0.19% of 360,000 active; in the data active = inhibition above about 25%;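 also: 0% = vehicle with enzyme and substrate and 100% = no enzyme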
# PLC-gamma1 inh: inhibitors of human phospholipase C gamma1 | P19174 | purified PLC-gamma1, fluorogenic substrate, fluorescence | inhibition, % at 12.2 µM | 0.84% of 370,000 active | AID 720700; in the data active = inhibition above about 9.5%
# Tn6 DDE FP: disrupts Tn6 cyclic peptide binding to fibrin D-Dimer-E complex; P02675; Fibrin DD(E) TRITC-Tn6 fluorescence polarization displacement; inhibition, % at 8.3 µM; 0.21% of 370,000 active; AID 720509;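 active = inhibition above a per-campaign cutoff: mean of compounds within control limits plus 3 SD, cut at about 15% in these data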;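 also: 0% = median of all compound wells on the plate and 100% = blocking peptide control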
# PLC-beta3 inh: blocks human PLC-beta3 enzyme activity. Purified PLC-beta3, fluorogenic substrate, fluorescence. inhibition, % at 12.2 µM. Q01970. 0.18% of 370,000 active; in the data active = inhibition above about 11%;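 also: 0% = median of compound wells on plate and 100% = full blocker control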
# NR1D1 modulator: Rev-erb alpha (human) modulation; AID 1259318; 0.79% of 370,000 active; P20393; activity, % at 10 µM; Rev-erbα–FITC-DNA binding, fluorescence polarization, 90 min;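 active = activity above about 14%, limit read from the data; passing the limit was not always enough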;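 also: 0% = DMSO wells with 35 nM protein and 100% = DMSO wells with 750 nM protein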
# Target sequence (P20393 whole entry, looked up): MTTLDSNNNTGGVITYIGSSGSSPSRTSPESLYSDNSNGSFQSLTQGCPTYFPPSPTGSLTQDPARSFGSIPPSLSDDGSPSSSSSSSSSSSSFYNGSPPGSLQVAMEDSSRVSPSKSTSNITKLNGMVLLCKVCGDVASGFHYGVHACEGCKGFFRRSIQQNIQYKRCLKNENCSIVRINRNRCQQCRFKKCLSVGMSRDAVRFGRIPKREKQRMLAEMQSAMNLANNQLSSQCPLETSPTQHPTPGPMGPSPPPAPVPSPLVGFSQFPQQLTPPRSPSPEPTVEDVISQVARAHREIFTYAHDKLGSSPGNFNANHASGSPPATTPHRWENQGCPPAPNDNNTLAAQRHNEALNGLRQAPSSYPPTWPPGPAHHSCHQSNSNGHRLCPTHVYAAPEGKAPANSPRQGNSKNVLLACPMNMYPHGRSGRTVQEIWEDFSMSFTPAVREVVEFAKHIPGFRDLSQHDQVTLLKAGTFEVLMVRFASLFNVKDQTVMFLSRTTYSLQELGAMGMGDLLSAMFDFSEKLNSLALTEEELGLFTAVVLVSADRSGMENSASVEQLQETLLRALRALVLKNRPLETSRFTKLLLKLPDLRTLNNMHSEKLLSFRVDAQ
# HGIII-sPLA2 inh: Blocks human group III sPLA2 activity. AID 743126. QFRET BODIPY PC-A2 liposome hydrolysis, fluorescence. 0.56% of 370,000 active. inhibition, % at 12.2 µM;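 active = inhibition above mean plus 3 SD of compounds lying within the high and low control bounds, cut at about 19% in these data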;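 also: 0% = median of test compound wells and 100% = no enzyme DMSO wells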
# Target sequence (Q9NZ20 whole entry, looked up): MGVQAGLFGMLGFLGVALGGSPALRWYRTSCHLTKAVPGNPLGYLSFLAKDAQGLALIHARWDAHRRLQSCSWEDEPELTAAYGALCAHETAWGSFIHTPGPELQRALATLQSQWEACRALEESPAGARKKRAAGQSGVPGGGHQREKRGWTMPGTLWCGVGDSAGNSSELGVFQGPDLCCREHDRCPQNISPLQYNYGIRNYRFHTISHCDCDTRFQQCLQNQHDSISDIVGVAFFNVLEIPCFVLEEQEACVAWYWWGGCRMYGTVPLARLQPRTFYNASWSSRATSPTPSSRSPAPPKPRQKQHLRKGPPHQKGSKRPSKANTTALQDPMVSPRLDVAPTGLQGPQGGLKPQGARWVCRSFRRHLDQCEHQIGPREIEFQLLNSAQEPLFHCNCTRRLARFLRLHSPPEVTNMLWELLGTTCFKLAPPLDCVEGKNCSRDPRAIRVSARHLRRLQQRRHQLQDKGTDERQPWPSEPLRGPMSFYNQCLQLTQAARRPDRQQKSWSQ
# * hit, by the source's call; i = inactive; x = no result given.
Tn7 DDE FP,ARFGAP1 inh,KLK7 zymogen act,UHRF1 binding,ASAP1 inh,PLC-gamma1 inh,Tn6 DDE FP,canonical_smiles,PLC-beta3 inh,NR1D1 modulator,HGIII-sPLA2 inh
-7,7,0.2,-3,3,0,-1,O=C(NCc1ccccc1)c1onc(CSc2ccc(F)cc2)c1C(=O)NCCCN1CCOCC1,0,0,-18
5,-7,0.6,0,-6,0,-2,COc1ccc(OC)c(NC(=O)CCC(=O)N(Cc2ccc(OC)c(OC)c2)c2nccs2)c1,2,-4,-3
-1,0,-0.4,0,-2,4,1,CCCCN(C(=O)C1CCCO1)c1c(N)n(CCC)c(=O)[nH]c1=O (configuration not stated),0,-3,10
3,0,0.2,4,1,2,-6,CCOC(=O)N1CCN(C(=O)c2ccc(Cl)c(S(=O)(=O)Nc3ccccc3)c2)CC1,8,-2,10
-2,7,-0.2,2,-8,7,-6,C/C(=C(/CCO)SSCC1CCCO1)N(C=O)Cc1cnc(C)nc1N (configuration not stated),3,4,4
1,15,13*,-4,-17,i,7,CN1c2ccccc2Oc2nnc(Cl)cc21,i,2,0
-4,-2,-0.6,6,2,-1,-4,CCOC(=O)N(C)S(=O)(=O)c1ccccc1[N+](=O)[O-],-11,-2,12
-1,6,-0.3,-1,11,-2,-1,O=C(Nc1cccc(F)c1)NC1CC2CCCC(C1)N2C1CC1 (configuration not stated),1,-4,-1
-7,-1,-0.1,-2,8,1,-12,COc1ccc(Cl)cc1NS(=O)(=O)c1cn(C)nc1C,-7,-3,-4
0,-18,0.6,1,-12,0,11,O=S(=O)(c1ccccc1)N1CCN(C(=S)NC2CCCC2)CC1,-4,0,6
-10,-4,-5.9,-3,-1,-146,-2,CCOC(=O)Cn1c2c(n(-c3ccc(F)cc3)c1=O)C=C(c1ccccc1)[C@@H](C)C(C(=O)N(C)C1CCCCC1)=C2,-196,-6,-14
6,11,26*,-10,8,i,-3,C=CCn1c(N)c(S(=O)(=O)c2cccs2)c2nc3ccccc3nc21,i,1,0
-1,-6,0.9,5,0,2,-9,CN(C)C=Nc1nonc1-c1ccccc1,1,-1,1
-8,-6,-0.2,-14,10,-4,-6,c1cc2c3c(cccc3c1)NN=N2,-6,-12,13
-7,-8,-0.2,2,-3,7,6,O=C(NCc1ccc(F)cc1)c1ccc(N2CCc3ccccc32)c([N+](=O)[O-])c1,7,-5,12
-6,9,-0.8,-1,12,-3,-2,CCOC(=O)/C(=N\Nc1ncnc2ccccc12)c1ccc(C)cc1,-7,0,-3
4,-6,-0.2,1,2,1,2,O=c1[nH]cc(-c2ccccc2)c(=O)[nH]1,-5,2,4
6,8,-0.2,3,-8,-2,4,COCC(=O)N1CCC(Oc2ccc(C(=O)N(C)C(C)c3ccon3)cc2)CC1 (configuration not stated),-7,-7,9
1,-4,0.3,-2,-6,2,3,Cc1nnc(SCC(=O)Nc2cccc(Cl)c2)n1CC1CCCO1 (configuration not stated),-3,-5,-3
0,1,-0.7,0,12,-2,-1,Nc1nc(-c2ccccc2)cc(C(F)(F)F)n1,-8,0,3
-3,7,0.9,4,3,-1,0,COc1ccc(NC(=O)CN(c2ccccc2)S(=O)(=O)N(C)C)cc1Cl,5,0,-8
4,-4,-0.1,0,10,-31,-4,CC(C)(O)c1[nH]c2cc(F)ccc2c1C(C)(C)O,-41,-2,2
3,2,0.0,-3,-10,-6,4,CC(C)c1ccc(C(=O)Nc2nnc(S(=O)(=O)N3CCCCC3)s2)cc1,-13,-7,1
-4,0,-0.2,-4,13,4,0,CC(C)(C)OC(=O)N1Cc2cc3ccccc3nc2C1CO (configuration not stated),-4,-7,-1
-6,0,0.4,0,-15,0,-4,CCN1C(=O)[C@H]2[C@@H](c3ccc(Cl)cc3)N3C(=O)CN(CC4CC4)C(=O)[C@@]3(C)[C@H]2C1=O,-1,-4,-3
-1,-1,0.2,-3,7,2,1,CNC(=O)c1nnn(Cc2ccccc2)c1NC(=O)C(F)(F)F,1,-1,3
9,-10,0.0,-2,9,1,-2,O=C(OCC(=O)N1CCCCC1)c1cccs1,0,-2,11
2,-9,0.8,-1,-6,-5,1,N#Cc1c(NC(=O)Cn2cnc3ccccc3c2=O)oc(-c2ccccc2)c1-c1ccccc1,-6,3,-38
5,-11,0.6,2,3,-3,-11,O=C(NCc1cccnc1)c1ccc(COc2cccc3ccccc23)o1,-9,2,-14
-5,-7,-0.3,13,3,-11,1,COc1ccccc1CNc1cncnc1,-25,5,-3

# Reprinted at random: four entries already listed.
Tn7 DDE FP,ARFGAP1 inh,KLK7 zymogen act,UHRF1 binding,ASAP1 inh,PLC-gamma1 inh,Tn6 DDE FP,canonical_smiles,PLC-beta3 inh,NR1D1 modulator,HGIII-sPLA2 inh
9,-10,0.0,-2,9,1,-2,O=C(OCC(=O)N1CCCCC1)c1cccs1,0,-2,11
-4,0,-0.2,-4,13,4,0,CC(C)(C)OC(=O)N1Cc2cc3ccccc3nc2C1CO (configuration not stated),-4,-7,-1
-1,-1,0.2,-3,7,2,1,CNC(=O)c1nnn(Cc2ccccc2)c1NC(=O)C(F)(F)F,1,-1,3
3,2,0.0,-3,-10,-6,4,CC(C)c1ccc(C(=O)Nc2nnc(S(=O)(=O)N3CCCCC3)s2)cc1,-13,-7,1

# Other results:
Tn7 DDE FP,ARFGAP1 inh,KLK7 zymogen act,UHRF1 binding,ASAP1 inh,PLC-gamma1 inh,Tn6 DDE FP,canonical_smiles,PLC-beta3 inh,NR1D1 modulator,HGIII-sPLA2 inh
5,-9,-0.1,0,2,-54,-7,CC(C)NC(=O)NC(=O)COC(=O)C1CCCN1C(=O)c1cccs1 (configuration not stated),2,0,3
3,-3,0.8,8,18,-27,10,Cc1nn(-c2ccccc2)c2[nH]c(C(F)(F)F)cc(=O)c12,-32,-4,-12
-5,9,1.3,-2,-9,0,11,CCc1c(C(=O)O)[nH]c2ccc(Br)cc12,-4,-2,-2
5,-2,0.0,-2,-6,4,-1,CCC(C)c1ccccc1N1CC(C(=O)Nc2cccc(S(=O)(=O)N3CCOCC3)c2)CC1=O (configuration not stated),-2,9,-31
4,-2,0.3,-1,-10,-1,0,O=C(CCC1CCCN(C(=O)c2ccsc2)C1)N1CCN(c2ccccn2)CC1 (configuration not stated),-6,10,1
1,-8,-0.7,0,13,2,5,CCOC(=O)C1=CCN(S(=O)(=O)c2ccccc2Br)C1c1cccc(Cl)c1 (configuration not stated),-1,7,-1
-4,8,-0.2,-1,9,-1,3,COc1ccc(-c2cc(C(=O)Nc3ccccc3SC)no2)cc1OC,1,-3,-3
-1,-5,-0.5,-2,4,0,4,CC(C)CC(=O)CC1(O)C(=O)Nc2ccccc21 (configuration not stated),-2,-4,2
1,12,0.4,3,0,2,2,CCNC(=O)C1CCCN1S(=O)(=O)c1ccc(C)cc1 (configuration not stated),1,-6,13
-6,4,-0.1,-1,-5,1,-3,CCCCC(c1nnnn1CCOC)N1CCN(C(=O)c2ccco2)CC1 (configuration not stated),5,-6,-5
-1,1,-0.6,-1,1,-1,-4,CC1CCC(NC(=O)COC(=O)c2ccc3ncsc3c2)CC1 (configuration not stated),-2,-2,-9
3,-3,-1.0,0,10,1,2,CC(=O)NCCc1nc2ccccc2n1Cc1ccc(C)cc1,2,-4,0
3,x,0.1,-1,x,-8,1,Cc1cc(NS(=O)(=O)c2ccc(NC(=O)CSc3nnc(-c4ccncc4)n3-c3ccccc3)cc2)nc(C)n1,-4,-5,0
4,1,0.1,0,10,0,-4,O=C(COC(=O)c1cnc(Cl)c(Cl)c1)Nc1cccc(S(=O)(=O)N2CCOCC2)c1,-1,-3,-9
-2,5,0.9,1,8,6,-1,Cc1cc(-c2nn(-c3ccccc3F)cc2CN(C)CC(O)CO)c(C)s1 (configuration not stated),4,9,1
-3,-13,-0.1,-1,-17,3,1,CCOc1ccc(OCCOc2ccc(/C=C/C(=O)O)cc2OCC)cc1,-7,-7,4
-5,-6,0.1,-2,-14,1,-5,NC1=NC(c2ccc(F)cc2)n2c(nc3ccccc32)N1 (configuration not stated),-1,2,-2
0,3,-0.1,-2,17,1,0,Cc1occc1-c1nnc(-c2cc([N+](=O)[O-])cc([N+](=O)[O-])c2)o1,0,0,5
-2,5,-0.7,0,10,0,-1,Cc1ccccc1NS(=O)(=O)c1ccc(-c2ccc(=O)[nH]n2)o1,-1,-2,1
-1,13,-0.7,-1,-3,10*,-8,Cc1cccc(N2CCN(S(=O)(=O)c3cc4c(cc3Cl)NC(=O)CO4)CC2)c1C,1,2,-6
-1,-2,-0.6,-2,-12,1,-6,CC1CCN(CCC(=O)Nc2ccc(Cl)cc2)CC1,7,-2,1
7,-5,0.2,3,-8,0,6,Cc1cc(NC(=O)CCC(=O)N(CC(=O)NCC2CCCO2)c2ccc(C)c(C)c2)no1 (configuration not stated),-7,-2,1
-11,9,-0.6,-2,-4,-4,-5,O=S(=O)(c1ccc2ccccc2c1)N1CCN(CCO)CC1,-4,-8,0
-1,-4,0.7,2,4,4,-6,COc1ccc([C@H]2C[C@H](O)[C@@H](n3cc(COC(=O)c4ccccc4)nn3)CN2Cc2cccs2)cc1,9,3,-3
9,-8,0.4,-1,-9,1,-3,CCC1SC(CC)C(=O)N(CC(=O)NCCc2ccccc2)C1=O (configuration not stated),-6,2,3
2,13,-0.6,0,-9,0,6,COc1ccccc1-c1nnc2sc(COc3ccc(Cl)cc3Cl)nn12,3,3,0
-10,7,-0.1,0,4,-1,-4,O=C(CSc1nccc(=O)[nH]1)Nc1ccc2c(c1)OCCO2,0,-2,1
-5,6,0.1,1,-2,3,0,O=C(/C(Br)=C/Nc1cc(Cl)ccc1Cl)C(F)(F)F,1,-1,6
4,11,0.3,0,7,-1,-4,COc1ccc(Cc2noc(CN(C)CC3CCN(Cc4ccccc4)CC3)n2)cc1OC,-9,1,-4
0,-6,2.1,-3,10,-282,-1,COc1cccc(-c2cn3nc(C)c(C)nc3n2)c1,-351,1,4

# Single entries from above:
# ASAP1 inh result of `CC1CCN(CCC(=O)Nc2ccc(Cl)cc2)CC1` stands at -12
# Tn6 DDE FP result of `CCC1SC(CC)C(=O)N(CC(=O)NCCc2ccccc2)C1=O` (configuration not stated) stands at -3
# KLK7 zymogen act result of `COc1ccccc1-c1nnc2sc(COc3ccc(Cl)cc3Cl)nn12` stands at -0.6

# Further records.
Tn7 DDE FP,ARFGAP1 inh,KLK7 zymogen act,UHRF1 binding,ASAP1 inh,PLC-gamma1 inh,Tn6 DDE FP,canonical_smiles,PLC-beta3 inh,NR1D1 modulator,HGIII-sPLA2 inh
-3,12,-1.1,-1,0,-3,-7,Cc1cc(C)c(C#N)c(Oc2ccccc2Br)n1,-2,4,2
-8,2,-0.4,-1,-5,0,-6,CC(C)Cn1c(N)c(C=O)c(=O)[nH]c1=O,3,-1,-1
-4,-2,-0.4,-2,5,0,1,COc1ccc(-c2cc(C(=O)N3CCOCC3)no2)cc1OC,2,1,9
-4,-7,-0.1,-2,8,2,1,Nc1nccc(SCc2ccc(Cl)cc2Cl)n1,-2,-1,-11
1,-2,-0.5,-1,-7,-3,-1,CCNC(=O)Nc1ccc(OC)cc1OC,4,-2,-1
